# 14-3-3g Raf: modulators of 14-3-3 gamma protein binding, primary screen, biochemical, fluorescence polarization; inhibition, % at 40 µM; actives 0.19% (n = 160,000); FP, 14-3-3gamma / TMR-pS259-Raf peptide binding; AID 422, 2006; in the data active = inhibition above about 30%;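 note: 0% = protein plus tracer without compound and 100% = blank with tracer alone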
# Target sequence (P61981 whole entry, looked up): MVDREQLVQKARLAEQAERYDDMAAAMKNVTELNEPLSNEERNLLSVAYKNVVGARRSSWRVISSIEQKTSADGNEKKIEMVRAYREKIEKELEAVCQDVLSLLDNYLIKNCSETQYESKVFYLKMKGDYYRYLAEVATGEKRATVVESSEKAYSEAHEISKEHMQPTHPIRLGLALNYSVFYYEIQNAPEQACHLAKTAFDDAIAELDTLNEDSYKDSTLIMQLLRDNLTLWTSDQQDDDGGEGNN
# * hit, by the source's call; & = joins results of further samples. A portion of the library (hit frequency here may not be typical).
SMILES,14-3-3g Raf
Cc1ccc(C23CC4CC(CC(C4)C2)C3)cc1[N+](=O)[O-],7.8
NC(=NCCC[C@H](N)C(=O)O)NO,-5.4
O=C(Nc1nc(-c2cc3ccccc3oc2=O)cs1)c1cccc(C(F)(F)F)c1,2.3
COC(=O)C1=CNC=C(C(=O)OC)C1c1ccc(OC)c(OC)c1OC,-21.0
Cc1cc(=O)n2[nH]c(N)c(N)c2n1,-33.3
Cc1nc(C)c(C(=O)NCc2ccccc2)s1,-1.0
COCCNC(=O)CS(=O)Cc1nc(-c2ccccc2C)oc1C (stereo unspecified),-5.1
Cn1c(=O)c2c(SCC(=O)NCC3CCCO3)nc(-c3cccs3)nc2n(C)c1=O (stereo unspecified),0.7&-8.1
O=C(CCN1CCCCC1)c1ccc2c(c1)OCCO2,-2.2
COC(=O)c1ccc(CSc2ccc3nnc(-c4ccccn4)n3n2)o1,-1.8
CCOC(=O)c1c(-c2ccccc2)csc1NC(=O)COc1ccc([N+](=O)[O-])cc1,0.4
Fc1ccc2[nH]c3c(N4CCSCC4)ncnc3c2c1,-4.5
O=C(NC1CC2CCC(C1)N2Cc1nnnn1Cc1ccco1)NC12CC3CC(CC(C3)C1)C2 (stereo unspecified),-3.2
O=C(Cc1cccs1)NCc1cccnc1,-68.0
O=C(Nc1nnc(-c2ccc(Cl)cc2)o1)c1ccccc1Br,-3.1
O=C(c1ccccc1Cl)n1cc(Cl)cn1,4.5
CC1CCCCC1N1C(=O)C2C(C(=O)Nc3ccc(Cl)cc3)C3C=CC2(O3)C1C(=O)NC1CCCCC1 (stereo unspecified),-15.1
O=C(OCCNC(=O)c1cc2ccccc2oc1=O)c1cccnc1,-6.7
Cc1ccc(S(=O)(=O)c2nc(-c3ccco3)oc2SCC(=O)c2ccccc2)cc1,-6.5
COc1ccccc1NCC(=O)n1ccc(C)n1,5.4
Cc1ccc(N(C(C)C(=O)Nc2ccccc2C(=O)N2CCOCC2)S(C)(=O)=O)cc1C (stereo unspecified),0.0
O=C(Nc1ccc(F)cc1)c1scc2c1CCCC2,-4.4
CCOC(=O)c1[nH]c2ccc(C)cc2c1NC(=O)CN(C)C,1.9
CCOC(=O)c1ccc(Nc2ncnc(N)c2[N+](=O)[O-])cc1,-0.9
O=S(=O)(NCCSc1nc2ccccc2o1)c1ccccc1,3.6

# The closing 3 compounds of the part before come first, to join the parts:
SMILES,14-3-3g Raf
CCOC(=O)c1[nH]c2ccc(C)cc2c1NC(=O)CN(C)C,1.9
CCOC(=O)c1ccc(Nc2ncnc(N)c2[N+](=O)[O-])cc1,-0.9
O=S(=O)(NCCSc1nc2ccccc2o1)c1ccccc1,3.6
O=C(CSc1nnc2ccccn12)Nc1ccccc1F,0.2
Cc1ccc(C2CC(C(F)F)n3ncc(C(=O)N4CCCCC4)c3N2)cc1 (stereo unspecified),-23.2
N#CC(Cl)Cc1ccc([N+](=O)[O-])cc1 (stereo unspecified),-25.4
COC(=O)c1ccc2c(=O)n(Cc3ccc(C(=O)NC4CCCCCC4)cc3)c(=S)[nH]c2c1,0.0
O=C(Cn1c(=O)[nH]c2ccsc2c1=O)NC1CCCc2ccccc21 (stereo unspecified),0.0
O=C(CC(Nc1ccc(Cl)cc1C(=O)c1ccccc1)C(=O)O)c1ccccc1 (stereo unspecified),-3.5
CCC(=O)N=C1SC2CS(=O)(=O)CC2N1c1cccc(OC)c1 (stereo unspecified),-5.5
CCOc1ccc(N(CC(N)=O)S(=O)(=O)c2ccc(F)cc2)cc1,1.2
Cc1c(C(=O)NCCN(C)C)sc2ncn(Cc3ccccc3F)c(=O)c12,2.8
COc1ccc(OC)c(NC(=O)CCS(=O)(=O)c2cccc3nonc23)c1,-11.7
CC(=O)Nc1cccc(Oc2ccc3c(c2)C(=O)N(CCC(=O)O)C3=O)c1,14.7
Cc1cccc(NC(=O)N2CCC(c3nc4ccccc4o3)CC2)c1,-9.6
Cc1ccc2c(c1)C(c1ccccc1)N(C(=O)COc1ccccc1)CC(=O)N2 (stereo unspecified),-7.0
COc1ccc2cc(CN(Cc3cccnc3)Cc3nnnn3Cc3ccccc3)c(=O)[nH]c2c1,-2.6
CCOc1cc(C2C(C(=O)OC(C)C)=C(C)NC3=C2C(=O)CC(c2ccc(Cl)cc2)C3)cc(Cl)c1O (stereo unspecified),-2.2
C=CCN1CN=C(NS(=O)(=O)c2ccc(C)cc2)NC1,-6.3
COc1ccc(C2Nc3ccccc3C(=O)N2c2ccc(Cl)cc2)cc1Cn1nnc2ccccc21 (stereo unspecified),-1.8
CCCCNc1nc(-c2ccc([N+](=O)[O-])cc2)nc2ccccc12,-2.6
COc1ccc(CCNC(=O)c2nnn(CC(=O)Nc3ccccc3C)c2N)cc1OC,1.8
CC(C)(C)C(=O)Oc1cc(N)n(S(=O)(=O)c2ccccc2)n1,-4.5&-8.1
Cc1ccc(C)c(CSC2=NCCN2C(=O)c2ccccc2)c1,-3.8
CC1(c2ccc(Cl)cc2)NC(=O)N(CC(=O)NC(=O)NCc2ccco2)C1=O (stereo unspecified),-6.6
CCOC(=O)N1CCC(NC(=O)CSc2cc(=O)n(C)c3ccccc23)CC1,-3.5
CCOc1cc2c(c([N+](=O)[O-])c1)NC(c1ccc([N+](=O)[O-])cc1)C1CC=CC21 (stereo unspecified),-49.9
O=C(OCC#CCSc1ccc2ccccc2c1)c1ccc([N+](=O)[O-])cc1,-14.9
SMILES,14-3-3g Raf
COc1cc(C(=O)Nc2nnc(C)s2)c(Br)c(OC)c1OC,1.7
O=C(CSc1nccn1-c1cccc(Cl)c1)Nc1ccc(Br)cc1,-16.3
CCCC(=O)N1c2ccccc2-c2nnc(SC)nc2OC1c1ccc(C)o1 (stereo unspecified),-4.1
O=C(NCCCn1ccnc1)c1cc2c(=O)n3ccccc3nc2s1,-3.3
CCOc1ccc(S(=O)(=O)Nc2cccc(CC)c2)c2cccnc12,-18.2
O=C(CSc1nnc(-c2ccccc2Cl)o1)c1ccccc1,6.4
CCCS(=O)(=O)c1c(S(=O)(=O)CCC)c2c3ccccc3ccn2c1C(=O)c1ccccc1,0.2
S=c1[nH]c(-c2ccc3c(c2)OCO3)cn1-c1ccc(Cl)cc1,-24.1
CCCCn1c(=NC(=O)c2ccc3c(c2)OCO3)c(C#N)cc2c(=O)n3cccc(C)c3nc21,-5.3
OC(CNCCc1ccccc1)CN1c2ccccc2Sc2ccccc21 (stereo unspecified),4.8
Cc1c(C(=O)N2CCN(c3cccc(Cl)c3)CC2)sc2ncn(Cc3cccc(F)c3)c(=O)c12,5.0
COc1cc(NC(=O)Cn2nc([N+](=O)[O-])c(Cl)c2C)c(OC)cc1Cl,-18.6
COc1ccc(N(CC(=O)Nc2cc(C)on2)S(=O)(=O)c2cc(C)ccc2C)cc1,-0.8
CCOc1ccccc1Cc1nc2cc(C)c(C)cc2[nH]c1=O,-6.5
O=C(Cc1ccccc1)Oc1ccc2ccccc2c1,-2.5
COC(=O)c1cc(NC(=O)c2ccc3c(c2)OCCO3)cc(C(=O)OC)c1,-13.3
Cc1cc(C)n(-c2cc(N3CCN(C(=O)c4ccco4)CC3)ccc2[N+](=O)[O-])n1,-0.4
O=c1oc2ccc3ccccc3c2cc1-c1cn2ccccc2n1,-32.8
c1ccc(CNc2c3c(nc4ncnn24)CCCC3)nc1,-0.9
CN(c1ccccc1)C(C(=O)NC1CCCCC1)c1ccc(Cl)cc1 (stereo unspecified),-3.0
CC1(C)CC(=O)C2=C(C1)OC(N)=C(C#N)C2C#Cc1ccccc1 (stereo unspecified),1.3
O=C1NC(=O)C(CC(=O)N(c2ccccc2)C2(C(=O)NC3CCCC3)CCCCC2)N1 (stereo unspecified),-2.7&-5.6
O=C(CN(c1ccc2c(c1)OCCO2)S(=O)(=O)c1ccccc1)NCc1ccco1,-0.8
Cc1cc(NC(=O)C2CCC2)n(-c2ccccn2)n1,2.0
Cn1c(=O)c2c(nc3n(CCCO)c(-c4ccc(Cl)cc4)cn23)n(C)c1=O,-5.0

# Reprinted at random: 4 compounds from above
SMILES,14-3-3g Raf
O=S(=O)(NCCSc1nc2ccccc2o1)c1ccccc1,3.6
Cc1ccc(C23CC4CC(CC(C4)C2)C3)cc1[N+](=O)[O-],7.8
CCOC(=O)N1CCC(NC(=O)CSc2cc(=O)n(C)c3ccccc23)CC1,-3.5
Cc1ccc(S(=O)(=O)c2nc(-c3ccco3)oc2SCC(=O)c2ccccc2)cc1,-6.5

# Laid out differently: four of the compounds above
> c1ccc(CNc2c3c(nc4ncnn24)CCCC3)nc1
- 14-3-3g Raf = -0.9

> Cn1c(=O)c2c(nc3n(CCCO)c(-c4ccc(Cl)cc4)cn23)n(C)c1=O
- 14-3-3g Raf = -5.0

> CC1(C)CC(=O)C2=C(C1)OC(N)=C(C#N)C2C#Cc1ccccc1 (stereo unspecified)
- 14-3-3g Raf = 1.3

> COc1ccc(N(CC(=O)Nc2cc(C)on2)S(=O)(=O)c2cc(C)ccc2C)cc1
- 14-3-3g Raf = -0.8

# Following part
SMILES,14-3-3g Raf
Cc1ccc(-n2cnnn2)c(S(=O)(=O)N2CCOCC2)c1,-6.2
CCN(CC)c1ncnc2sc(C(=O)N3CCN(c4cccc(Cl)c4)CC3)c(C)c12,4.9
COC(=O)CSc1nnc(-c2ccccn2)n1Cc1ccco1,-7.3
Cc1ccc(-n2nc3c(c2NC(=O)c2ccc(Br)o2)CSC3)c(C)c1,5.0
COc1ccc(Cn2c(=O)[nH]c3cc(C(=O)NCCc4ccc(Cl)cc4)ccc3c2=O)cc1,2.6
COc1ccc2c(c1)C1NC(=S)N(c3cccc(C)c3)C(C)(O2)C1C(=O)N(C)C (stereo unspecified),-1.1
Cc1ccccc1Oc1ccc(N2C(=O)C3C4C=CC(C4)C3C2=O)cc1 (stereo unspecified),-21.5
Cc1ccc(NC(=O)c2cc(S(=O)(=O)N3CCOCC3)ccc2F)cc1,-3.8
CCC(=O)Nc1nc(C)cs1,-12.4
CCOC(=O)c1sc2nc(C)nc(NCc3ccccc3OC)c2c1C,5.8
COc1ccc(NC(=O)[C@H](CCS(C)(=O)=O)N2Cc3ccccc3C2=O)c(OC)c1,-5.6
COc1ccccc1C(=O)NCCn1cc(SCc2cccc(C)c2)c2ccccc21,-3.6
CCCCC(c1nnnn1CC1CCCO1)N1CCN(c2cccc(C)c2C)CC1 (stereo unspecified),6.0
CCCCCNC(=O)c1ccc(NCC2CCCO2)c([N+](=O)[O-])c1 (stereo unspecified),-8.2
CCCn1c2ccccc2c2nc3ccccc3nc21,-5.3
COC(=O)c1c(C(=O)OC)n(CCCN)c2ccc(C)cc12,-1.2
O=C(c1ccc(N2CCCC2=O)cc1)N1CCN(c2ccc(F)cc2)CC1,1.4
CCSc1nnc2c(n1)OC(c1ccc(OC)cc1OC)Nc1ccccc1-2 (stereo unspecified),-7.9
Cc1cc(C)c2cc(CN(Cc3ccc4c(c3)OCO4)Cc3nnnn3Cc3ccco3)c(=O)[nH]c2c1,-10.6
O=C1CCCN(c2cccc(F)c2)N1,7.4
CC1Cc2cc(/C(O)=C3\C(=O)C(=O)N(CCN4CCOCC4)C3c3ccccc3F)ccc2O1 (stereo unspecified),-12.2
Cc1ccc(-n2nc3c(c2NC(=O)c2cccc([N+](=O)[O-])c2)CSC3)c(C)c1,-1.6
Cc1ccccc1Nc1sc(C(=O)c2ccc([N+](=O)[O-])cc2)c(N)c1C(=O)Nc1ccccc1,-4.8
COc1ccc(COC(=O)c2nc3nc(C)cc(C)n3n2)cc1F,1.8
CCN(C(=O)COc1cc(=O)n(CC)c2ccccc12)c1cc(Cl)ccc1OC,1.7
SMILES,14-3-3g Raf
Cc1ccc2nsnc2c1S(=O)(=O)N1CCN(Cc2ccc3c(c2)OCO3)CC1,1.1
CCOc1cccc(C=Nc2cc(C(C)(C)C)cc(Cl)c2O)c1O,-14.3
COC(=O)C1(C)Nc2ccccc2C(=O)N1c1ccccc1OC (stereo unspecified),-0.1
O=[N+]([O-])c1cccc(CN2CCN(CC3CC=CCC3)CC2)c1 (stereo unspecified),-7.7
CCOC(=O)C1C(=O)C=C(c2ccc(OC)cc2)CC1c1ccco1 (stereo unspecified),-4.1&-3.7
Brc1cccc(-c2nnc(SCc3nc4ccccc4[nH]3)o2)c1,-5.4&-12.0
Cc1nn(-c2ccccc2)c2sc(C(=O)OCn3nnc4ccccc4c3=O)cc12,-9.8
CCn1c(SCc2nc(-c3cccs3)no2)nnc1-c1c[nH]c2ccccc12,8.6
Nc1ccc(-c2nc3ccccc3[nH]2)cc1,-3.7
OCCCc1nc2n(n1)C(c1ccccc1Cl)C=C(c1ccccc1)N2 (stereo unspecified),14.5
Cc1ccc(C2NC(=O)NC(O)(C(F)(F)F)C2C(=O)c2ccc(Br)cc2)cc1 (stereo unspecified),-0.1
Cc1cccc(N2C(=O)CSC2c2cc3c(cc2Br)OCO3)c1 (stereo unspecified),4.1
CCn1c(=O)cc(SCC(=O)Nc2ccc3c(c2)OCCO3)c2ccccc21,-7.9
Cc1ccc(CC2C(=O)N(c3ccccc3)C(=O)C2C)cc1 (stereo unspecified),0.7
COc1ccccc1N=c1oc2ccc(Br)cc2cc1C(N)=O,-0.7
CCc1nnc(NC(=O)CSc2nc3c(c(=O)n2Cc2ccccc2)SC(C)C3)s1 (stereo unspecified),-15.2
Cc1cc(C)cc(Oc2c(C(F)(F)F)oc3c(CN4CC(C)OC(C)C4)c(O)ccc3c2=O)c1 (stereo unspecified),-7.7
CC(=O)Nc1cccc2oc3ccccc3c12,-8.9
COC(=O)C1=C(C)NC2=C(C(=O)CC(c3ccccc3)C2)C1c1cccc(O)c1 (stereo unspecified),-4.9
CCN(CCNC(=O)c1cc(C)nn1-c1ccccc1)c1ccccc1,0.5
CN1CCN(C(=O)c2ccc3c(=O)n(Cc4ccco4)c(=S)[nH]c3c2)CC1,1.8
O=C(O)c1ccc(CBr)c([N+](=O)[O-])c1,-2.0
Cn1c2ccccc2c2c(C(=O)NCc3ccc4c(c3)OCO4)cn(C3CCCC3)c(=O)c21,1.4
Cc1noc(C)c1S(=O)(=O)N1CCC2(CC1)OCCO2,-5.5
CC(=O)Nc1nc(-c2ccc(Oc3ccccc3)cc2)cs1,0.5
CCCCC1(C)Cc2ccccc2C(=O)N1 (stereo unspecified),0.8
COC(=O)c1c(C)oc2ccc(N(C(C)=O)S(=O)(=O)c3ccc(Br)cc3)cc12,-41.8
